FBW7 activator = FBW7 E3 ligase activators, primary screen, biochemical, AlphaScreen, human; F-box/WD repeat-containing protein 7 (Homo sapiens), Q969H0; AlphaScreen FBW7–phospho-cyclin E peptide binding, activator screen; normalized activity (activation), % at 26.1 µM; 0.13% of 650,000 active; AID 1259310, 2017; in the data active = normalized activity above about 1.9%;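 note: purified mutant Fbw7 with reduced substrate affinity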
GPR151 ag = activators of human GPR151, primary screen, cell-based, PathHunter beta-arrestin, luminescence. 1% of 650,000 active. activation, % at 11.2 µM. G-protein coupled receptor 151 (Homo sapiens), Q8TDV0. PathHunter beta-arrestin GPR151 cells; in the data active = activation above about 4.9%;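 note: 0% = median of compound wells and 100% = cells with positive control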
Target sequence (Q8TDV0 whole entry, looked up): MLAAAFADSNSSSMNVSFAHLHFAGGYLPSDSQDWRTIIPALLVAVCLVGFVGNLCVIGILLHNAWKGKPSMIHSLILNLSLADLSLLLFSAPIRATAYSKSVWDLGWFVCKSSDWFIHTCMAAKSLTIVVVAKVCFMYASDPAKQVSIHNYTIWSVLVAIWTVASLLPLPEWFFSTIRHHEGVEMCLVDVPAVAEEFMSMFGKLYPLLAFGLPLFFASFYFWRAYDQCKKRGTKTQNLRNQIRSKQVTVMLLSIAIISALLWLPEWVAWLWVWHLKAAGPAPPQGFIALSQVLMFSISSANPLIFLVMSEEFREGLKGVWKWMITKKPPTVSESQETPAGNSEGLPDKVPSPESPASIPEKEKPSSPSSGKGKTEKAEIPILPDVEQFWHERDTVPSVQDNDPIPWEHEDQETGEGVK
MITF inh = MITF inhibitors, primary screen, biochemical, AlphaScreen, human; Microphthalmia-associated transcription factor (Homo sapiens), O75030; AlphaScreen MITF homodimerization, bead proximity signal; inhibition, % at 2.6 µM; 0.91% of 650,000 active; in the data active = inhibition above about 50%;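 note: 0% = vehicle wells with protein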
Target sequence (O75030 whole entry, looked up): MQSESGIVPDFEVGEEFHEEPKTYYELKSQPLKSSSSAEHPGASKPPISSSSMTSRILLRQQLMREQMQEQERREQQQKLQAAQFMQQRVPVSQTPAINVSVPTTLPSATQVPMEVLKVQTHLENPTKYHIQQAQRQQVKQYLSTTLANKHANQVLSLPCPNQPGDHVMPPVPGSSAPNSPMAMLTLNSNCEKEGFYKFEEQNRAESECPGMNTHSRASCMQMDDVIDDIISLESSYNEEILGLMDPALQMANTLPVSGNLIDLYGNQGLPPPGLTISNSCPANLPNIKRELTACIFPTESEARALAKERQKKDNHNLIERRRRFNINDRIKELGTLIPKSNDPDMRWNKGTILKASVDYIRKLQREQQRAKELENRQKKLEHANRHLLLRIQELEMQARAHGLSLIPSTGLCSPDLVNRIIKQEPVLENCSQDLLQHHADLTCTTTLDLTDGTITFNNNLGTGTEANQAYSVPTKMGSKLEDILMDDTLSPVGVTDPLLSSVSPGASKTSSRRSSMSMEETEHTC
TEAD-YAP inh = TEAD-YAP interaction inhibition, primary screen, TEAD-YAP interaction inhibitor project, luminescence, HEK-TIYL cells; TEAD-Gal4/YAP UAS-luciferase luminescence; inhibition, % at 9.12 µM; 1.4% of 640,000 active; in the data active = inhibition above about 32%;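 note: 0% = median of test compound wells and 100% = reference inhibitor wells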
Numbers without * were called inactive; . = not tested or not shown.

smiles	FBW7 activator	GPR151 ag	MITF inh	TEAD-YAP inh
O=C(COc1cccc(C(F)(F)F)c1)Nc1ccc2c(c1)OCO2	0.0	0.4	11	-16
CCCOC(=O)Nc1nc(-c2ccc(C)cc2)c(C)s1	-0.1	0.3	5	-20
CC(C)(C)C(=O)N1CCN(c2ccc(Nc3cccnc3)nn2)CC1	0.1	0.7	11	-2
COc1ccc(/C=N/OCC(=O)N2CCCCCC2)cc1	-0.1	0.8	-3	-3
COc1ccc(-c2noc(CC(=O)N(CCC#N)c3ccccc3)n2)cc1	-0.2	0.4	-7	-1
CCOC(=O)Cn1c(=O)c2c(nc3n(-c4ccccc4OC)c(C)cn23)n(C)c1=O	-0.1	3.6	-3	0
COCCCN1C(=O)/C(=C\c2sccc2C)C(C(=O)OC)=C1C	0.5	-0.1	21	-5
CCC(C)NC(=O)C1c2ccccc2C(=O)N(CCOC)C1c1cccs1 (configuration not stated)	0.0	4.0	-7	-16
CCOC(=O)C1=C(C)NC2=C(C(=O)CCC2)C1c1cccc(Br)c1 (configuration not stated)	0.0	-0.5	-4	7
COc1ccc(NC(=O)CSc2nc(-c3ccccc3C)ns2)cc1	-0.2	0.1	-3	26
COc1ccc(S(=O)(=O)N(CCO)Cc2cc3ccc(C)cc3[nH]c2=O)cc1	-0.1	0.6	12	1
COC(=O)c1cc(-c2ccc(/C=C3\C(=O)N(c4cccc(Br)c4)N=C3C)o2)ccc1Cl	0.0	0.1	8	2
C#CCOCC1CCN(C(=O)CCn2cnc3ccccc3c2=O)CC1	0.1	0.5	-6	2
CSc1nnc2c(n1)OC(c1ccco1)N(C(=O)c1ccccc1)c1ccccc1-2 (configuration not stated)	-0.1	-0.9	-1	53*
COc1ccc(/C=C(/NC(=O)c2ccccc2Br)C(=O)O)c(OC)c1	0.0	0.0	4	-1

The last 2 records of the section before are carried over, then new ones follow:
smiles	FBW7 activator	GPR151 ag	MITF inh	TEAD-YAP inh
CSc1nnc2c(n1)OC(c1ccco1)N(C(=O)c1ccccc1)c1ccccc1-2 (configuration not stated)	-0.1	-0.9	-1	53*
COc1ccc(/C=C(/NC(=O)c2ccccc2Br)C(=O)O)c(OC)c1	0.0	0.0	4	-1
Cc1ccc(C(C)C)cc1OCCOCCN1CCCC1	0.2	-2.1	54*	4
O=C(NCCC1=CCCCC1)c1ccc2c(=O)n(Cc3cccc(Br)c3)c(=S)[nH]c2c1	-0.1	-1.1	-6	-8
COCCNC(=O)c1ccc2c(c1)ncn2-c1ccccc1OC	0.1	-2.2	6	-28
Cc1c(/C=N/NS(=O)(=O)c2ccc3ccccc3c2)c2ccccc2n1C	0.0	0.4	-9	5
CCC1(C2CCN(Cc3ccsc3)CC2)NC(=O)N(CCc2scnc2C)C1=O (configuration not stated)	-0.3	0.4	-12	5
CC(C)NCc1c(C(=O)O)n(Cc2ccccc2F)c2ccccc12	0.3	-0.7	1	11
O=C(NCCO)c1ccc2[nH]c3ccccc3c2c1	0.0	-0.3	6	-19
COc1ccccc1N(CC(=O)Nc1cc(C)ccc1C)S(C)(=O)=O	1.0	-2.1	17	2
COc1ccc2oc(=O)c(C(=O)Nc3cccc(-c4cn5cccc(C)c5n4)c3)cc2c1	0.2	1.6	-17	5
COc1ccc(-c2nc(C)c(CCNS(=O)(=O)c3ccccc3)s2)cc1	0.0	-0.9	4	-6
CCOC(=O)c1sc(NC(=O)CSc2nnc(CNC(=O)c3cccc(F)c3)n2Cc2ccccc2)c(C(=O)OCC)c1C	0.6	-1.3	2	-2
O=C(C1CC12CCN(Cc1ccc(F)cc1F)CC2)N1CCN(Cc2ccccc2)CC1 (configuration not stated)	0.7	-0.8	8	7
CN1CCN(C(=O)c2ccc(-c3nc(NC4CC4)c4ncn(-c5ccsc5)c4n3)cc2)CC1	0.1	0.2	2	49*
Cc1ccc(/C=c2\sc3n(c2=O)C(N)=C(C#N)C(c2ccc(C)o2)C=3C#N)o1 (configuration not stated)	-0.2	1.9	12	12
CCOC(=O)c1[nH]ncc1[C@@H]1C[C@H]2CN(C3Cc4ccccc4C3)C(=O)[C@]23CCCN13	0.1	0.0	5	9
COc1cccc2cc(CC(=O)c3ccc(C)cc3)c(=O)oc12	0.0	0.1	8	-59
C/C(=C\c1ccccc1)CN1CCc2nnc(C(NS(C)(=O)=O)C(C)C)n2CC1 (configuration not stated)	0.1	1.3	14	-3
N#C/C(=C(/O)COC(=O)c1ccccc1O)c1nc2ccccc2[nH]1	-0.1	1.1	0	4
COc1cccc(-c2ccc(NC(=O)C3CCCN(C(=O)c4ccoc4)C3)cc2)c1 (configuration not stated)	0.0	0.4	1	1
CC[C@@H](C)[C@H](NS(=O)(=O)c1ccc(Br)cc1)C(=O)O	0.1	1.4	-8	-6
COc1cccc(NC(=O)CSc2nc3c(sc(=S)n3-c3ccccc3C)c3nc4ccccc4n23)c1	-0.1	-0.5	-5	-2
O=C1C2C3C=CC(C3)C2C(=O)N1c1cccnc1 (configuration not stated)	-0.1	-0.1	-2	-5
CCOC(=O)N1CCN(C(=O)/C(=C/c2cccs2)NC(=O)c2cccs2)CC1	0.1	-0.2	-1	5
Cc1ccccc1Cn1c(NCc2ccccc2)nc2c1c(=O)[nH]c(=O)n2C	0.1	4.4	16	-3
COc1ccc(N2C(=O)C3C(c4cccc(Cl)c4Cl)OC4(C(=O)c5ccccc5C4=O)C3C2=O)cc1 (configuration not stated)	0.1	0.5	-2	5
CCCOc1ccc(/C(O)=C2/C(=O)C(=O)N(CCCN3CCOCC3)C2c2ccc(Br)cc2)cc1C (configuration not stated)	-0.1	-0.5	-4	-7
COc1ccc(/C(C)=N/N=C(\N)SC2CC(=O)N(c3ccc(F)cc3)C2=O)cc1F (configuration not stated)	0.1	0.0	-7	16
CCOC(=O)c1ccc(N2CCN(c3ccc(F)cc3)CC2)c(NC(=O)Nc2ccc(OC)cc2OC)c1	0.0	0.3	-2	-5
CCCCN(CCCC)S(=O)(=O)c1ccc2c(c1)CCN2C(=O)CC	0.1	-0.7	1	-2
O=c1[nH]c(=S)[nH]c(O)c1/C=C1\C=Nc2ccc(OCc3ccccc3)cc21	-0.7	-1.3	-6	-8

(list continues)
Under each structure: FBW7 activator | GPR151 ag | MITF inh | TEAD-YAP inh
CCCCOc1ccc(C2N(c3ccc(C)cc3)CCN2c2ccc(C)cc2)cc1
  -0.2 | -1.9 | -13 | -5
CC(C)CC1NC(=O)N(CCOc2cccc(Br)c2)C1=O (configuration not stated)
  -0.1 | 0.2 | 0 | 4
O=C(CCc1ccccc1)c1ccc2c(c1)OCCCO2
  0.1 | 0.7 | 0 | -62
O=C(O)CN1CCCN(Cc2ccc(F)cc2Cl)C1=O
  0.1 | 1.4 | 6 | -6
S=C(NCC1CCCO1)N/N=C1\C2CN3CCN(C2)CC1(Cc1ccccc1)C3 (configuration not stated)
  -0.1 | -0.7 | 6 | 3
CCOC(=O)c1c(NC(=O)COc2ccc(C)cc2Br)sc2c1CCC(C)C2 (configuration not stated)
  0.0 | -0.4 | 14 | 15
O=C(CSc1nc2cc(Cl)ccc2s1)Nc1ccccc1[N+](=O)[O-]
  -0.1 | 0.3 | 13 | 3
CC(=O)NCc1ccc(S(=O)(=O)NCCOc2ccc(C)cc2)cc1
  0.1 | 0.9 | -10 | 6
Cc1c(C(=O)O)nnn1-c1ccc2c(c1)nc(C)n2-c1ccccc1
  0.0 | 2.5 | -2 | -5
O=C(CN1CCOCC1)NNC(=S)Nc1ccccc1
  -0.6 | -0.4 | 17 | 23
Cc1cc2oc3c(c(=O)c2cc1C)C(c1cccc(O)c1)N(CCCN(C)C)C3=O (configuration not stated)
  -0.1 | 0.5 | 13 | -4
Cc1noc(C)c1Cc1ccc(C(=O)O)o1
  0.0 | 0.4 | 8 | 3
Cc1cc(NC(=O)c2ccccc2)n(-c2nc3ccccc3[nH]2)n1
  0.0 | -1.5 | 11 | 4
CC(=O)Nc1ccc(NC(=O)CSc2nnc(-c3ccc4c(c3)OCO4)o2)cc1
  0.0 | -1.1 | 12 | -9
COc1cc(C(=O)Nc2cc(C(=O)N3CCN(C(C)=O)CC3)ccc2N2CC3CC(C2)c2cccc(=O)n2C3)cc(OC)c1OC (configuration not stated)
  0.1 | 0.1 | 8 | 0
O=C1Nc2ccccc2Oc2ncccc21
  -0.1 | -0.1 | -8 | 4
CCOC(=O)C1=C(O)/C(=C/c2ccc(N(CC)CC)cc2OC)SC1=Nc1ccc(C)cc1
  -0.1 | 0.3 | -11 | 0
Cc1c2c(nc3c(C(=O)NC4CC4)cnn13)CCCC2
  0.4 | -0.5 | -1 | -50
COc1cccc(NC2=NCC(=O)N2Cc2ccc(F)cc2)c1
  -0.2 | 6.0* | -5 | -16
COc1ccc(NS(=O)(=O)c2ccc(Br)s2)cc1Cl
  1.5 | -0.3 | 9 | 11
COc1ccccc1OCC(=O)N/N=C/c1ccccc1OC(=O)c1ccc([N+](=O)[O-])cc1
  -0.1 | 0.0 | -9 | -2
C#CCNC(=O)c1cnc2scc(C)n2c1=O
  -0.2 | 0.8 | 2 | 1
Cc1ccc(C2=C/C(=C(/CCC(=O)NCc3ccccc3)c3ccc(C)cc3)C(=O)N2)cc1
  -0.1 | 2.7 | 1 | -1
COc1ccc(-c2cc(C(F)(F)F)n3nc(C(=O)NC(C)(C)C)c(Cl)c3n2)cc1OC
  0.1 | -1.7 | 23 | 0
O=C(N[C@H]1C[C@H]2C(=O)N[C@@H](CO)C(=O)N2C1)c1ccc(F)cc1
  0.4 | 0.5 | 0 | 7
CCc1ccccc1NC(=O)c1c(NC(=O)c2ccco2)sc2c1CCC2
  0.2 | 0.2 | 3 | -9
COCCN1C(=O)N[C@@H](CCc2ccccc2)C(C(=O)OC)=C1C
  -0.1 | -1.1 | -10 | .
O=C(NCC(c1ccsc1)N1CCOCC1)c1cccc2ccccc12 (configuration not stated)
  0.1 | -1.2 | 6 | -1
COc1cc(Cl)c(C)cc1N1C(=O)c2nccnc2C1=O
  -0.1 | 4.8 | 6 | 4
O=C(Nc1ccccc1N1CCCC1)c1ccc(Cl)c([N+](=O)[O-])c1
  -0.1 | 2.2 | 19 | 13
Cc1cc(NCc2cccc(C(F)(F)F)c2)nc(N2CCCC2CO)n1 (configuration not stated)
  0.2 | 3.4 | 0 | 42*
CCOc1ccc(S(=O)(=O)N(C)C2CCCCC2)cc1
  0.4 | -0.1 | -1 | 10
COC(=O)c1ccc2c(=O)n(C3CCCC3)c(=S)[nH]c2c1
  0.2 | -1.2 | 9 | -2
Nc1nonc1C(=O)NCCNS(=O)(=O)c1ccc(Br)cc1
  0.0 | -1.3 | -12 | -6
Cc1nc(Cc2nnc(SCC(=O)NC(C)(C)C)o2)cs1
  -0.1 | 2.6 | 6 | 6
NC(=O)c1nc(-c2ccccc2)nc2c1[nH]c(=O)n2CC1CCCO1 (configuration not stated)
  -0.1 | 0.5 | -5 | -3
CCOC(=O)c1c(NC(=O)CSc2nnc(CNC(=O)c3ccccc3OC)n2-c2cc(C)ccc2C)sc2c1CCCC2
  0.1 | 2.4 | 1 | -5
CC(C)c1ccccc1OCC(O)CNC1CCN(Cc2ccccc2)C1 (configuration not stated)
  -0.1 | -0.6 | 69* | 3
O=c1/c(=C/c2ccc(-c3ccc(Cl)c([N+](=O)[O-])c3)o2)sc2nc3ccccc3n12
  -0.1 | 0.4 | 5 | -1
COc1ccc(/C=C/c2nc(-c3ccccc3O)n(-c3ccccc3)n2)cc1
  -0.1 | 0.4 | -8 | -6
CC(=O)N1CCN(c2ccc(NC(=O)c3ccccc3)cc2)CC1
  -0.2 | -1.0 | 38 | -49
CN1CCN(C(c2ccccc2F)c2nnnn2Cc2ccc3c(c2)OCO3)CC1 (configuration not stated)
  -0.1 | 0.6 | -8 | -12
O=C(NC(c1ccccc1)c1ccccc1)c1ccncc1
  0.0 | -0.5 | -16 | 7

Of the compounds above, 12 contain fluorine.
Under each structure: FBW7 activator | GPR151 ag | MITF inh | TEAD-YAP inh
O=C(COc1cccc(C(F)(F)F)c1)Nc1ccc2c(c1)OCO2
  0.0 | 0.4 | 11 | -16
CC(C)NCc1c(C(=O)O)n(Cc2ccccc2F)c2ccccc12
  0.3 | -0.7 | 1 | 11
CCOC(=O)c1sc(NC(=O)CSc2nnc(CNC(=O)c3cccc(F)c3)n2Cc2ccccc2)c(C(=O)OCC)c1C
  0.6 | -1.3 | 2 | -2
O=C(C1CC12CCN(Cc1ccc(F)cc1F)CC2)N1CCN(Cc2ccccc2)CC1 (configuration not stated)
  0.7 | -0.8 | 8 | 7
COc1ccc(/C(C)=N/N=C(\N)SC2CC(=O)N(c3ccc(F)cc3)C2=O)cc1F (configuration not stated)
  0.1 | 0.0 | -7 | 16
CCOC(=O)c1ccc(N2CCN(c3ccc(F)cc3)CC2)c(NC(=O)Nc2ccc(OC)cc2OC)c1
  0.0 | 0.3 | -2 | -5
O=C(O)CN1CCCN(Cc2ccc(F)cc2Cl)C1=O
  0.1 | 1.4 | 6 | -6
COc1cccc(NC2=NCC(=O)N2Cc2ccc(F)cc2)c1
  -0.2 | 6.0* | -5 | -16
COc1ccc(-c2cc(C(F)(F)F)n3nc(C(=O)NC(C)(C)C)c(Cl)c3n2)cc1OC
  0.1 | -1.7 | 23 | 0
O=C(N[C@H]1C[C@H]2C(=O)N[C@@H](CO)C(=O)N2C1)c1ccc(F)cc1
  0.4 | 0.5 | 0 | 7
Cc1cc(NCc2cccc(C(F)(F)F)c2)nc(N2CCCC2CO)n1 (configuration not stated)
  0.2 | 3.4 | 0 | 42*
CN1CCN(C(c2ccccc2F)c2nnnn2Cc2ccc3c(c2)OCO3)CC1 (configuration not stated)
  -0.1 | 0.6 | -8 | -12

High-throughput results: PubChem BioAssay, The Scripps Research Institute Molecular Screening Center
